# SSB-PriA inh: K. pneumoniae PriA-SSBct interaction inhibition; inhibition, % at 33 µM; 430,000 tested, 0.6% active; AlphaScreen SSBct-PriA binding, biotinylated peptide; in the data active means inhibition mostly above about 37%, no sharp cut-off; inactive means mostly below about 20%;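 further: plate controls were negative control peptide for no effect and reference peptide for full effect; strong numbers were not always called active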
# * marks the source's active call; other numbers are inactive results; & = joins results of further samples.
mol,SSB-PriA inh
Cn1nc(-c2cccc(NC(=O)c3cccc4ccccc34)c2)ccc1=O,-12.0
CCOC(=O)C(=O)Nc1cc(C)nn1-c1nc(C)cc(=O)[nH]1,16.0
Cc1ccc2[nH]c3c(=O)n(CCC(=O)NC(C)c4ccccc4)cnc3c2c1 (stereo not given),-11.0
Cc1noc(C)c1CN1CCN(C(=O)c2cccc(Cl)c2)CC1,-21.0
COc1cc(C)ccc1OCC(=O)N1CCN(CCn2ncccc2=O)CC1,-23.0
COc1ccc(C=NNC(=O)c2ccc(F)cc2)cc1CN1CCc2cc(OC)c(OC)cc2C1C (stereo not given),1.2
CCCc1cc(=O)[nH]c2nnc(SCC(=O)NCc3ccco3)n12,-7.0&4.0
O=C(Nc1ccc(-c2ccc(NC(=O)c3ccc(C(=O)c4ccccc4)cc3)cc2)cc1)c1ccc(C(=O)c2ccccc2)cc1,2.0

# Next section.
mol,SSB-PriA inh
CC(CC(=O)Nc1cc(C)ccn1)=NNC(=O)c1cccc(C)c1,-2.3
COc1ccc(S(=O)(=O)CC(=O)N2CCC(Oc3nc4ccccc4s3)CC2)cc1,-5.0
Cc1ccc(NC(C)C(=O)NN=Cc2ccc([N+](=O)[O-])s2)cc1 (stereo not given),16.8
O=[N+]([O-])c1ccc(N/N=C2\CCCCC2c2ccccn2)c([N+](=O)[O-])c1 (stereo not given),4.0
CC(=NNC(=O)c1c(Cl)c(C)nn1C)c1cccc(NC(=O)COc2ccc(Cl)cc2)c1,-21.2
CC(=O)c1sc(N)nc1-c1ccccc1,-3.0
Cc1cc(O)c2c(=NN)c(-c3csc(C)n3)coc2c1,5.5
COc1ccc(Cl)cc1C(=O)NC1CNC(=O)C1 (stereo not given),-12.0

# Carrying on:
mol,SSB-PriA inh
O=C1Nc2ccccc2C1=Nc1sc2c(c1C(=O)NCCc1ccccc1)CCCC2,5.7
Cc1ccc2nc(C(Cl)(Cl)Cl)nc(NN=Cc3ccc([N+](=O)[O-])cc3)c2c1,-8.4
COc1ccc(Cc2cnc(NC(=O)c3cc(C)oc3C)s2)cc1,-26.0
O=C(Nc1cnn(C2CCOCC2)c1)NC1CCCCC1,-11.0
CCn1nc(C)cc1C(=O)Nc1ccc2sccc2c1,-13.0
CC(/C=C1\SC(=S)N(CC(=O)N2c3ccccc3Sc3ccccc32)C1=O)=C\c1ccccc1,-26.0
COC[C@@](C)(O)CNC(=O)c1cccc(OC)c1OC,-12.0
CCOc1ccc(S(=O)(=O)N=C(Nc2ccc(S(N)(=O)=O)cc2)c2ccccc2)cc1,0.9

# As a working copy, some entries already given:
mol,SSB-PriA inh
CCCc1cc(=O)[nH]c2nnc(SCC(=O)NCc3ccco3)n12,-7.0&4.0
O=C(Nc1ccc(-c2ccc(NC(=O)c3ccc(C(=O)c4ccccc4)cc3)cc2)cc1)c1ccc(C(=O)c2ccccc2)cc1,2.0
CC(CC(=O)Nc1cc(C)ccn1)=NNC(=O)c1cccc(C)c1,-2.3
COc1ccc(S(=O)(=O)CC(=O)N2CCC(Oc3nc4ccccc4s3)CC2)cc1,-5.0
Cc1ccc(NC(C)C(=O)NN=Cc2ccc([N+](=O)[O-])s2)cc1 (stereo not given),16.8
O=[N+]([O-])c1ccc(N/N=C2\CCCCC2c2ccccn2)c([N+](=O)[O-])c1 (stereo not given),4.0
CC(=NNC(=O)c1c(Cl)c(C)nn1C)c1cccc(NC(=O)COc2ccc(Cl)cc2)c1,-21.2
CC(=O)c1sc(N)nc1-c1ccccc1,-3.0
Cc1cc(O)c2c(=NN)c(-c3csc(C)n3)coc2c1,5.5
COc1ccc(Cl)cc1C(=O)NC1CNC(=O)C1 (stereo not given),-12.0
O=C1Nc2ccccc2C1=Nc1sc2c(c1C(=O)NCCc1ccccc1)CCCC2,5.7
Cc1ccc2nc(C(Cl)(Cl)Cl)nc(NN=Cc3ccc([N+](=O)[O-])cc3)c2c1,-8.4
COc1ccc(Cc2cnc(NC(=O)c3cc(C)oc3C)s2)cc1,-26.0
O=C(Nc1cnn(C2CCOCC2)c1)NC1CCCCC1,-11.0
CCn1nc(C)cc1C(=O)Nc1ccc2sccc2c1,-13.0

# The results go on.
mol,SSB-PriA inh
CCOc1ccc2ccccc2c1C(=O)N(Cc1cccn1C)C1CC1,15.0
COc1ccc(CNC(=O)Cn2nc(C(=O)N3CCN(C)CC3)cc2C)cc1,-9.0
CC[C@H](Sc1nc(-c2ccccc2F)nc2c1Cc1c(CO)cnc(C)c1O2)C(=O)Nc1cc(C)ccc1C,-5.0
O=C(CSC1CCCC1)Nc1ccc(-c2csc(Nc3cccnc3)n2)cc1,8.0
CC(C)c1ccc(/C=N\NC(=O)c2ccc(F)cc2)cc1,5.0
Cc1cc(CNC(=O)c2c(F)cccc2Cl)nc(N(C)C)n1,5.0
CC(C)Cc1c[nH]c2c(c1=S)c(=O)n(C)c(=O)n2C,17.0
O=C(c1cc(-c2ccco2)[nH]n1)N1CC(c2nc(-c3ccc[nH]c3=O)no2)C1,0.0

# Continued:
mol,SSB-PriA inh
Cc1cccc(CC(=O)Nc2ccc3c(c2)N(C)C(=O)C(C)(C)CO3)c1,9.0
O=c1[nH]cc(S(=O)(=O)Nc2ccc3c(c2)OCCO3)c(=O)[nH]1,-3.0
CCOC(=O)c1sc(NC(=O)Cc2ccc(S(=O)(=O)CC)cc2)cc1C,-11.0
CS(=O)(=O)c1ccc2nc(N(Cc3ccco3)C(=O)Cc3ccc(F)cc3)sc2c1,-15.0
O=C(NCc1ccsc1)c1cc2ccccc2oc1=O,-2.0
COc1nn(C)cc1C(=O)NCC1CCN(S(C)(=O)=O)CC1,-21.0
Cc1ccnc(NN=Cc2ccco2)n1,7.5
O=C(Cn1cnc2ccccc2c1=O)Nc1onc2c1CSC2,-2.0

# Remaining list, next part.
mol,SSB-PriA inh
CCOC(=O)c1c(NC(=O)c2cc(Cl)cc(Cl)c2)sc2c1CCCCC2,5.0
COc1ccccc1NC(=O)NCC(c1ccc2c(c1)CCN2C)N1CCCC1 (stereo not given),21.0
COc1cc(C=NO)ccc1OCc1ccc([N+](=O)[O-])cc1,4.8
Oc1ccc2nc(N3CCOCC3)sc2c1,-20.0
NC(=O)CSc1nc2ccccc2[nH]1,-5.0
Cc1ccc(NC(=O)Cn2cnc3c(sc4ccccc43)c2=O)cc1F,-5.0
COc1ccc(S(=O)(=O)C2CN(C(=O)CNC(=O)OCc3ccccc3)C2)cc1,-31.0
Cc1ccc(-n2ncc3c(=O)n(Cc4nc(-c5ccc(F)c(Br)c5)no4)cnc32)cc1,1.0

# Following part:
mol,SSB-PriA inh
Fc1ccc(COc2cccc3ccc(N4CCC(Cc5ccccc5)CC4)nc23)cc1,-5.0
Cc1nc(-n2nc(-c3ccco3)cc2NC(=O)CSCc2ccccc2)[nH]c(=O)c1C,-8.0
COCCN(Cc1ccsc1)C(=O)CCc1ccc(S(C)(=O)=O)cc1,5.0
COc1ccc(CNC(=O)c2n[nH]nc2-c2cccc(C)c2)cc1OC,-20.0
O=C1CCc2cc(S(=O)(=O)N(CCc3cccs3)Cc3ccoc3)cc3c2N1CC3,-3.0
Cc1cc(C)c(S(=O)(=O)NCC(c2ccco2)S(=O)(=O)c2cccs2)c(C)c1 (stereo not given),-3.0
CC(C)(C)NN=Cc1c(O)n(-c2ccc(Cl)cn2)c(=O)c2ccccc12,16.8
CCOCC(=O)N1CCC(CSCc2ccco2)CC1,-15.0

# (more compounds)
mol,SSB-PriA inh
O=C(NCCn1ccc(-c2ccccn2)n1)Nc1cccs1,-5.0
CC(=NNC(=O)c1cccc(NN=C(C)c2cc(O)ccc2O)c1)c1cc(O)ccc1O,16.4
CCCN1CCCc2cc(CCNS(=O)(=O)c3cc(C)c(OC)c(C)c3)ccc21,63.0
CCCC(=O)NC(Nc1sc(C(=O)OCC)c(C)c1C(=O)OCC)C(Cl)(Cl)Cl (stereo not given),-20.0
COc1cc2cc(C(=O)NN=Cc3cccc(OC)c3OC)[nH]c2cc1OC,8.2
CC(C)(C)C(=O)NC(=S)Nc1ccc(-c2ccc(NC(=S)NC(=O)C(C)(C)C)cc2)cc1,2.0
COC(=O)c1c(NC(=O)c2ccno2)sc2c1CC(C)(C)NC2(C)C,-12.0&-4.0
CS(=O)(=O)NCCn1ccc(-c2ccccn2)n1,-11.0

# (more compounds)
mol,SSB-PriA inh
O=C(COc1ccc(Cl)cc1)NCC(=O)NN=Cc1cccs1,1.8
Cc1cc(OC2CN(C(=O)c3cc(-c4ccco4)[nH]n3)C2)cc(=O)o1,7.0
Cc1nn(C)cc1S(=O)(=O)NCc1ccncc1,-2.0
Cc1ccc(C=Nn2c(=O)c(C(C)(C)C)nn3cnnc23)cc1,-18.8
c1ccc(NCc2cccs2)nc1,-11.0
COc1ccc(Br)c(C(=O)N2CCC(Cn3ccnc3C)CC2)c1,6.0
Cn1cc(C(=O)N2CCCCCC2)cc(NC(=O)c2ccccc2Cl)c1=O,3.0
CC(C)(C)OC(=O)N1CCN(Cc2nc(C3CC3)cs2)CC1,21.0

# Next part.
SMILES,SSB-PriA inh
Cc1[nH]n2c(=O)c(CCO)c(C(=O)O)nc2c1-c1ccc(Cl)cc1,-6.0
CC(=O)Nc1ccc2nc(NC(=O)c3cc(-c4ccccc4)nc4ccccc34)sc2c1,-6.0
CC(C)(C)n1ncc2c(=O)n(CCC(=O)NCc3cccs3)cnc21,-7.0
S=c1[nH]nc(C2CCCCC2)n1N=Cc1cccc(Br)c1,6.9
Cc1noc(-c2ccn3c(CNC(=O)c4c(C)nn(C)c4C)nnc3c2)n1,-10.0
COc1ccccc1N1CCN(C(=O)Cn2c(=O)nc(-c3ccccc3)c3ccccc32)CC1,-16.0
O=C(NCCC(O)C1CC1)c1ccccn1 (stereo not given),3.0
CC(C)[C@H](N)C(=O)NCC1CCC(C(=O)N[C@@H](Cc2ccccc2)C(=O)O)CC1 (stereo not given in full),-4.1
COc1ccc(CON=Cc2c(C)[nH]c(=O)[nH]c2=O)cc1,-19.3
O=C(CCc1nc2sc3c(c2c(=O)[nH]1)CCCCC3)Nc1ccc(Cl)cc1,-20.0
Cc1cccc(OCC(=O)NCC(=O)N2CCOC(c3ccccc3)C2)c1 (stereo not given),-4.0
O=C(COc1ccc(Cl)cc1Cl)N1CCCSCC1CN1CCOCC1 (stereo not given),-14.0
O=C(NCCn1ncc2c(N3CCN(c4ccccc4)CC3)ncnc21)c1cccc(Cl)c1,9.0&12.0
Cc1c(C(=O)NCc2ccc(-c3ccccc3)o2)nnn1-c1ccccc1,5.0
Brc1ccc(-c2csc(NN=Cc3cccnc3)n2)cc1,-9.0
O=C(COc1ccccc1F)NCC1Cc2ccccc2CO1 (stereo not given),-11.0
COc1ccc(OC)c(S(=O)(=O)Nc2cccc(-c3ccc4nnc(-c5cccnc5)n4n3)c2)c1,-8.0
O=C(c1ccsc1)N(Cc1ccsc1)Cc1ccccn1,-5.0
Cc1ccc(OCCCC(=O)Nc2sc3c(c2C#N)CCC(C)C3)c(C)c1 (stereo not given),-20.0
COc1ccc(OC)c(-c2cc(C(=O)Nc3cc(N4CCCC4)ncn3)n(C)n2)c1,-17.0
O=C(CSc1nnc(-c2cccs2)o1)c1ccc(Cl)cc1,-14.0
O=C(NNC(=O)c1cnccn1)c1ccc(F)cc1,30.1
CC(=O)Nc1nc(-c2cc(Cl)ccc2Cl)cs1,-17.0
CC(CC(=O)NCCCN1CCOCC1)=NNC(=O)COc1cccc2ccccc12,-3.0
CCCc1nnsc1C(=O)N1CCOC[C@@H]1CO,-5.0

# Following part
SMILES,SSB-PriA inh
O=C(CCCCn1c(=O)c2ccccc2n(Cc2c(F)cccc2Cl)c1=O)NC1CCCC1,-5.0
COc1cccc(C2C(=C(O)c3ccc4c(c3)OCCO4)C(=O)C(=O)N2CCN(C)C)c1 (stereo not given),-12.0
COc1ccccc1C1NC(=S)NC(C)=C1C(=O)Nc1ccccc1F (stereo not given),-11.0
CN(C)[C@@H](CNC(=O)c1cccc(C(F)(F)F)c1)c1ccccc1Cl,-6.0
COc1ccc([N+](=O)[O-])cc1NC(=O)c1coc2ccccc2c1=O,-5.0
O=S(=O)(NN=C1CC(c2ccccc2)Oc2ccccc21)c1ccc(Br)cc1 (stereo not given),-1.9
Clc1ccc(Cn2ncc3c(NCCCN4CCOCC4)ncnc32)cc1,-1.0
N=C1SC2CS(=O)(=O)CC2N1c1ccc(OC(F)(F)F)cc1 (stereo not given),-7.0
Brc1ccc(CSc2ncc(-c3ccccc3)[nH]2)cc1,8.0
O=S(=O)(N1CCCC1)N1CC(n2cc(-c3ccccc3)nn2)C1,-6.0
O=C(CS(=O)(=O)c1cccs1)NCc1ccco1,-10.0&-3.0
CCOc1ccc(S(=O)(=O)Nc2cccc(C)n2)c(C)c1C,11.0
O=C(NC[C@H]1COc2ccccc2O1)c1cc2n(n1)CCCO2,-10.0
O=S(=O)(Cc1ccc(Cl)cc1)N1CC[C@H](c2ccccn2)C1,0.0
COc1ccc(C=NNC(=O)c2cccc([N+](=O)[O-])c2)cc1OS(=O)(=O)c1ccccc1,-14.1
CC(C)CS(=O)(=O)C1CN(C(=O)CCc2cccc3ccccc23)C1,-4.0
Cc1nnsc1C(=O)Nc1c(C)n(C)n(-c2ccccc2)c1=O,15.0
CC(C)(C)S(=O)(=O)[C@H]1CCN(C(=O)C(c2ccccc2)c2ccccc2)C1,-20.0
Cn1c(=O)c(C(=O)Nc2ccc(Cl)c(C(F)(F)F)c2)c(O)c2sccc21,-20.0
COc1ccccc1-c1nnc(C2CCN(C(C)=O)CC2)s1,-10.0
CCSc1nnc(NC(=O)CSc2nccn2-c2cccc(Cl)c2)s1,-9.0
O=C(CCCCl)Nc1nnc(-c2ccc(Br)cc2)s1,-1.0
CC(C)(C)C(=O)Nc1nnc(Cc2cccs2)o1,-15.0
C#CCn1c(=NC(=O)/C=C\c2ccc3c(c2)OCO3)sc2cc(S(N)(=O)=O)ccc21,-13.0
O=C(NN=Cc1cc2ccccc2nc1Cl)c1ccncc1,-7.7

# The results go on.
SMILES,SSB-PriA inh
O=C(NCc1cnn2ccccc12)Nc1cccs1,21.0
O=C1CCc2cc(S(=O)(=O)NCc3cnn4c3CCCC4)cc3c2N1CC3,-8.0
N#Cc1ccc(Cl)cc1NC(=O)C(=O)N1CCN(c2ccccc2F)CC1,-7.0
O=C(c1sc2cc(F)ccc2c1Cl)N1CCc2ccccc2C1,3.0
O=C(NCCS(=O)(=O)N1CCN(CCc2ccccc2)CC1)c1ccccc1Cl,3.0
CS(=O)(=O)c1ccc2nc(NC(=O)[C@@H]3CSCCC(=O)N3)sc2c1,2.0

# High-throughput results as filed in PubChem.

# Some of the compounds tested, so the mix of outcomes need not match the whole.
